Vif-A3F inh = blocks the Vif interaction with APOBEC3F. HeLa A3F-eYFP + Vif (tagged APOBEC3F with the HIV-1 protein that degrades it), YFP fluorescence increase. Potency, µM (series often up to 46.1 µM), for inactives: at the highest dose activity, negative = active. 390,000 tested, 0.2% active; further: % of control where 0% means no effect; nearly all actives have a fitted effect of over 65% in size
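HeLa cells stably expressing A3F-eYFP plus Vif, plated and incubated overnight at 37 deg C, then exposed to compounds overnight at 37 deg C. Blocked degradation read as raised yellow fluorescence (Ex 488/Em 500-530).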
Vif-A3G inh = Vif-A3G binding inhibition | Q9HC16 | HeLa A3G-eYFP + Vif (tagged APOBEC3G with the HIV-1 protein that degrades it), YFP fluorescence, overnight | Potency, µM (series often up to 46.1 µM), for inactives: at the highest dose activity, negative = active, most hits filed as inhibitors | 410,000 tested, 0.076% active;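 further: on the % scale 0 is the no-effect control and ±100 the full control effect; nearly all actives have a fitted effect of over 60% in size; hits raise eYFP signal because A3G escapes Vif-driven loss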
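HeLa cells stably expressing Vif and C-terminally eYFP-tagged A3G, seeded overnight at 37 deg C, then exposed to compound by pintool overnight at 37 deg C. Rise in yellow fluorescence (Ex 488/Em 500-530, Acumen) marks blocked Vif-driven A3G degradation.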
rTrxR1 inhibitor = rat TrxR1 inhibition. 390,000 tested, 1% active. Potency, µM (highest dose often 114 µM), for the others: at the top dose activity change, negative = inhibition, most hits filed as inhibitors. O89049. recombinant rTrxR1, NADPH fluorescence consumption, selenite substrate; further: on the % scale 0 is the no-effect control and ±100 the full control effect; nearly all actives have a fitted effect of over 65% in size
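Rat TrxR1 (90 nM in the dispensed reagent) was pre-reduced with 400 uM NADPH for 5 min at room temperature, then incubated with compound for 15 min. After 400 uM selenite was added, NADPH fluorescence (Ex 340/Em 450 nm) was followed for 8 min.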
RGS4 inhibitor = human RGS4 inhibition; P49798; Transcreener GDP fluorescence polarization, RGS4-accelerated GTP hydrolysis; Potency, µM (series often up to 114 µM), for inactives: top-dose activity change, negative = inhibition, actives largely listed as inhibitors; 390,000 tested, 0.039% active; further: on the % scale 0 is the no-effect control and ±100 the full control effect; nearly all actives have a fitted effect of over 75% in size; some results filed as inactive show a strong effect at the top dose
Target sequence (P49798 whole entry, looked up): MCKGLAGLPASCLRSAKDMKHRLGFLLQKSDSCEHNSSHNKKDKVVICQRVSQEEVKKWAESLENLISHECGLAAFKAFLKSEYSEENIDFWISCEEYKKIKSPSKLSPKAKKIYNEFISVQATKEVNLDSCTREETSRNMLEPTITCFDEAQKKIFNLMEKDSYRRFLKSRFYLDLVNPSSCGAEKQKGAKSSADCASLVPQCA
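MLSMR compounds (23 nl, pin-transferred) preincubated 10 min at room temperature with a 500nM (2x) first reagent, then RGS4 at 900nM (2x) plus Transcreener GDP mix added; fluorescence polarization (620/688 nm) read before and after 90 min at 30 °C.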
ALOX12 inh = ALOX12 (human) lipoxygenase inhibition. 580,000 tested, 1.1% active. P18054. Potency, µM (series often up to 108 µM), for inactives: at the highest dose activity change, negative = inhibition, usual class: inhibitors. AID 1671190. purified 12hLO, xylenol orange hydroperoxide absorbance; further: on the % scale 0 is the no-effect control and ±100 the full control effect
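Purified human 12hLO (150 nM final) in 25 mM Hepes, 0.01% Triton X-100, pH 7.0 was preincubated 15 min at room temperature with compound. Then 40 uM arachidonic acid was added, 30 min. Hydroperoxide was read by Fe-XO absorbance ratio 573/405 nm.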
RXFP1 ag = RXFP1 (human) receptor agonism; Potency, µM (top dose mostly 57.5 µM), inactives show at the highest dose activation, most hits filed as activators; HEK293T-RXFP1 cAMP TR-FRET, 30 min; response scale: percent of porcine relaxin response, buffer zero; Q9HBX9; 370,000 tested, 0.3% active; AID 2676; further: on the % scale 0 is the no-effect control and ±100 the full control effect; nearly all actives have a fitted effect of over 60% in size; many of its hits are not listed in these tables
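cAMP rise read by TR-FRET after 30 min, 37C compound exposure (up to 58 uM) in RXFP1-transfected HEK293 cells with Ro 20174 present. EC50 from Hill-equation fits, with 29 nM porcine relaxin as 100% and buffer as basal.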
USP1-UAF1 inh = inhibitors of human USP1/UAF1 deubiquitinase; O94782; 390,000 tested, 0.23% active; Potency, µM (top dose mostly 57.1 µM), without a hit: at the highest dose activity change, negative = inhibition, most hits filed as inhibitors; recombinant USP1/UAF1, Ub-Rhodamine cleavage fluorescence; further: on the % scale 0 is the no-effect control and ±100 the full control effect; nearly all actives have a fitted effect of over 60% in size; inactives centre near -12
Target sequence (O94782 whole entry, looked up): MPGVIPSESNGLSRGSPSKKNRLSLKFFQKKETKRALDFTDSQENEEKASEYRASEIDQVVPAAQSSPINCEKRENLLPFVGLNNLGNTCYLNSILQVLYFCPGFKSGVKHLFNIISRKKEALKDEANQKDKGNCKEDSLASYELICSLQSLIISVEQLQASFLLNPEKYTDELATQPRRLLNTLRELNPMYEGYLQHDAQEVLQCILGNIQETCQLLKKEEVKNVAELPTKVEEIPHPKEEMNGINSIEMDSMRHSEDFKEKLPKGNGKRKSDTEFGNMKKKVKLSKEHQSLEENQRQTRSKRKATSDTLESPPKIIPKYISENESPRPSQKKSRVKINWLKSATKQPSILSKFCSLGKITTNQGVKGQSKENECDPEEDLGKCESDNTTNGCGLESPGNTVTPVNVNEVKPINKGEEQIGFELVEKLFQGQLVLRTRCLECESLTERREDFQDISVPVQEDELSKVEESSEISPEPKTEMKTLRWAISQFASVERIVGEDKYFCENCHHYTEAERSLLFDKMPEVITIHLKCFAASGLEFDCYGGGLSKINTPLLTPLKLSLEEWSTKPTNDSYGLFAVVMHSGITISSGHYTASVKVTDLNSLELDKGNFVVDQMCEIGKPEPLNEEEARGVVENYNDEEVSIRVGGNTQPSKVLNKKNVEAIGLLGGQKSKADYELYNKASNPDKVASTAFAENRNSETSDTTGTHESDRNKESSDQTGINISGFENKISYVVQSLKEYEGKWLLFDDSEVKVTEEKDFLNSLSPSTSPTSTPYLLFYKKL
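USP1/UAF1 complex at 1 nM was preincubated with compound for 15 min at room temperature, then Ub-Rho substrate (150nM final) was added. Fluorescence (480/540 nm) was read kinetically, 6 reads every 60 seconds.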
TrxR1 substrate = is turned over as a substrate by rat TrxR1. O89049. purified TrxR1 substrate turnover, NADPH consumption readout. Potency, µM (highest dose often 114 µM), inactives show at the highest dose activity change, negative = substrate turnover. 390,000 tested, 0.01% active; further: on the % scale 0 is the no-effect control and ±100 the full control effect; nearly all actives have a fitted effect of over 50% in size
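Rat TrxR1, dispensed at 90 nM, was prereduced with 400 uM NADPH (final) for 5 min at ~22 deg C, then incubated with compound 15 min before 400 uM selenite. A first-read NADPH fluorescence drop versus no-compound background flagged substrates.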
mIDH1 inhibitor = inhibitors of human mutant IDH1 R132H | O75874 | 390,000 tested, 0.093% active | Potency, µM (doses to about 76.6 µM), for inactives: top-dose activity change, negative = inhibition, actives largely listed as inhibitors | IDH1-R132H enzyme, NADPH consumption, diaphorase/resazurin fluorescence | AID 602179; further: on the % scale 0 is the no-effect control and ±100 the full control effect; nearly all actives have a fitted effect of over 65% in size
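IDH1-R132H (0.5 ug/mL) preincubated 30 min with compound, then NADPH (0.016 mM) and alpha-KG (2 mM) added; 80 min at RT, pH 7.5. Remaining NADPH coupled via diaphorase/resazurin to fluorescence (540/590 nm); concentration-response curves normalized to no-enzyme control.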
Active calls of the source: *; [ ] = dose if it differs, or a comment. The call rests on the fitted dose curve; in most records, active means well fitted curve in the direction sought with a large enough effect; inconclusive means small, poorly fitted or top-dose-only effect, or another doubt; inactive means no such curve, though single readings can be large; an effect the other way counts as inactive or inconclusive. Potency means the concentration at half of the fitted maximal effect. An excerpt; count on the stated rates, not on these rows.

Screening O=S(=O)(NCC(c1cccnc1)N1CCN(c2ccccc2F)CC1)c1cccs1 (stereo not given) returned Vif-A3F inh -4%, Vif-A3G inh 4%, rTrxR1 inhibitor -36%, RGS4 inhibitor -5%, ALOX12 inh 37%[activator], RXFP1 ag -0.6%, USP1-UAF1 inh -8%, TrxR1 substrate 14%[57.1 µM] and mIDH1 inhibitor 13%.
`COCC(C)NCc1cccc(C)c1` (stereo not given) gave Vif-A3F inh 2%, Vif-A3G inh -6%, rTrxR1 inhibitor 6%[57.1 µM], RGS4 inhibitor 6%, ALOX12 inh 36%[activator], RXFP1 ag -0.1%, USP1-UAF1 inh -20%, TrxR1 substrate 9%[57.1 µM] and mIDH1 inhibitor -1%.
O=C(NCc1ccccc1Cl)C1CCCN1S(=O)(=O)c1ccccc1F (stereo not given) was read as Vif-A3F inh 10%, Vif-A3G inh -1%, rTrxR1 inhibitor 9%[57.1 µM], RGS4 inhibitor 22%, ALOX12 inh -3%, RXFP1 ag -0.1%, USP1-UAF1 inh -11%, TrxR1 substrate 15%[57.1 µM] and mIDH1 inhibitor 6%.
For COc1ccc(CCNC(=S)Nc2ccccc2)cc1 the results were Vif-A3F inh 0%, Vif-A3G inh 7%, rTrxR1 inhibitor -24%, RGS4 inhibitor 11%, ALOX12 inh -23%, RXFP1 ag -1.1%, USP1-UAF1 inh -23%, TrxR1 substrate -6% and mIDH1 inhibitor 6%.
Screening CCOc1ccccc1CNC(=O)C1CCN(c2nc3ccccc3o2)CC1 returned Vif-A3F inh -9%, Vif-A3G inh 4%, rTrxR1 inhibitor 25%, RGS4 inhibitor -2%, ALOX12 inh 11%, RXFP1 ag 2.8%, USP1-UAF1 inh -22%, TrxR1 substrate 4% and mIDH1 inhibitor 9%.
For COc1cccc(/C=N/NC(=O)CN2C(=O)NC3NC(=O)NC32)c1 (stereo not given) the results were Vif-A3F inh 0%, Vif-A3G inh 0%, rTrxR1 inhibitor 1%, RGS4 inhibitor -17%, ALOX12 inh 6%, RXFP1 ag -0.5%, USP1-UAF1 inh -13%, TrxR1 substrate 1% and mIDH1 inhibitor 3%.
Screening CN(C)S(=O)(=O)N1CCC(Cc2ccccc2)CC1 returned Vif-A3F inh 5%, Vif-A3G inh -6%, rTrxR1 inhibitor 13%, RGS4 inhibitor 2%, ALOX12 inh 0%, RXFP1 ag -1.3%, USP1-UAF1 inh -23%, TrxR1 substrate -1% and mIDH1 inhibitor 1%.
Screening CCOc1ccccc1C(=O)NCC(=O)NCCSc1ccc(Br)cc1 returned Vif-A3F inh 3%, Vif-A3G inh -1%, rTrxR1 inhibitor 4%, RGS4 inhibitor 17%, ALOX12 inh -2%, USP1-UAF1 inh -15%, TrxR1 substrate -5% and mIDH1 inhibitor -1%.
For O=C(N/N=C/c1ccc(OC(F)F)cc1)c1cccc(S(=O)(=O)N2CCOCC2)c1 the results were Vif-A3F inh 3%, Vif-A3G inh -1%, rTrxR1 inhibitor 19%[57.1 µM], RGS4 inhibitor 10%, ALOX12 inh 52%[activator], RXFP1 ag -3.2%, USP1-UAF1 inh -15%, TrxR1 substrate 2%[57.1 µM] and mIDH1 inhibitor 1%.
`COc1ccccc1N(CC(=O)NC(C)(C)C)C(=O)CCC(=O)Nc1nccs1` gave Vif-A3F inh -2%, Vif-A3G inh -1%, rTrxR1 inhibitor 22%, RGS4 inhibitor -5%, ALOX12 inh -19%, RXFP1 ag 0.7%, USP1-UAF1 inh -20%, TrxR1 substrate 6% and mIDH1 inhibitor 9%.

Three entries drawn at random from those above:
Screening CCOc1ccccc1C(=O)NCC(=O)NCCSc1ccc(Br)cc1 returned Vif-A3F inh 3%, Vif-A3G inh -1%, rTrxR1 inhibitor 4%, RGS4 inhibitor 17%, ALOX12 inh -2%, USP1-UAF1 inh -15%, TrxR1 substrate -5% and mIDH1 inhibitor -1%.
`COCC(C)NCc1cccc(C)c1` (stereo not given) gave Vif-A3F inh 2%, Vif-A3G inh -6%, rTrxR1 inhibitor 6%[57.1 µM], RGS4 inhibitor 6%, ALOX12 inh 36%[activator], RXFP1 ag -0.1%, USP1-UAF1 inh -20%, TrxR1 substrate 9%[57.1 µM] and mIDH1 inhibitor -1%.
Screening CCOc1ccccc1CNC(=O)C1CCN(c2nc3ccccc3o2)CC1 returned Vif-A3F inh -9%, Vif-A3G inh 4%, rTrxR1 inhibitor 25%, RGS4 inhibitor -2%, ALOX12 inh 11%, RXFP1 ag 2.8%, USP1-UAF1 inh -22%, TrxR1 substrate 4% and mIDH1 inhibitor 9%.

More compounds
`Cc1ccc(NC(=O)C(=O)NCC(c2cccnc2)N2CCc3ccccc3C2)cc1` (stereo not given) gave Vif-A3F inh -11%, Vif-A3G inh 5%, rTrxR1 inhibitor 15%, RGS4 inhibitor -3%, ALOX12 inh -13%, RXFP1 ag -1.7%, USP1-UAF1 inh -16%, TrxR1 substrate -1% and mIDH1 inhibitor -5%.
For COc1cccc(C(=O)Nc2cccc3ccccc23)c1 the results were Vif-A3F inh 5%, Vif-A3G inh 0%, rTrxR1 inhibitor 12%[57.1 µM], RGS4 inhibitor -9%, ALOX12 inh 153%[activator], RXFP1 ag -2.0%, USP1-UAF1 inh -16%, TrxR1 substrate 10%[57.1 µM] and mIDH1 inhibitor 7%.
For CN1CCNC(=O)C1CC(=O)N1CC=C(c2ccc(F)cc2)CC1 (stereo not given) the results were Vif-A3F inh 6%, Vif-A3G inh 0%, rTrxR1 inhibitor -4%[57.1 µM], RGS4 inhibitor 7%, ALOX12 inh -4%, RXFP1 ag -0.2%, USP1-UAF1 inh -3%, TrxR1 substrate -5%[57.1 µM] and mIDH1 inhibitor -8%.
Screening O=C(NC1CCS(=O)(=O)C1)C1CCCN(S(=O)(=O)c2ccc(Cl)cc2)C1 (stereo not given) returned Vif-A3F inh 6%, Vif-A3G inh 0%, rTrxR1 inhibitor 25%, RGS4 inhibitor -12%, ALOX12 inh 11%, RXFP1 ag -3.4%, USP1-UAF1 inh -5%, TrxR1 substrate 8% and mIDH1 inhibitor 4%.
COc1cnc(-c2ccccn2)nc1Sc1ccc(F)cc1 was read as Vif-A3F inh inconclusive, Vif-A3G inh 0%, rTrxR1 inhibitor 1%[57.1 µM], RGS4 inhibitor 18%, ALOX12 inh 0%, RXFP1 ag 2.6%, USP1-UAF1 inh -9%, TrxR1 substrate 0%[57.1 µM] and mIDH1 inhibitor -11%.
`O=C(NCCCN1CCN(CCCNC(=O)c2cccc(Cl)c2)CC1)c1cccc(Cl)c1` gave Vif-A3F inh -15%, Vif-A3G inh 2%, rTrxR1 inhibitor -11%, RGS4 inhibitor 4%, ALOX12 inh -19%, RXFP1 ag 4.3%, USP1-UAF1 inh -14%, TrxR1 substrate -6% and mIDH1 inhibitor -2%.
O=C(CSc1nc2ccccc2[nH]1)c1ccccc1F was read as Vif-A3F inh 2%, Vif-A3G inh -5%, rTrxR1 inhibitor 11%, RGS4 inhibitor -28%, ALOX12 inh -13%, RXFP1 ag 0.0%, USP1-UAF1 inh -19%, TrxR1 substrate 0% and mIDH1 inhibitor 19%.
For COc1ccc(C2=CC(c3ccccc3F)n3ncc(C(=O)Nc4ccc(C)cc4)c3N2)cc1 (stereo not given) the results were Vif-A3F inh 5%, Vif-A3G inh 3%, rTrxR1 inhibitor 34%, RGS4 inhibitor -6%, ALOX12 inh -7%, RXFP1 ag -1.5%, USP1-UAF1 inh -9%, TrxR1 substrate 0% and mIDH1 inhibitor 0%.
`CCN(CC)CCCn1c2c(c(SCC(=O)Nc3cc(C)cc(C)c3)nc1=O)CCC2` gave Vif-A3F inh -2%, Vif-A3G inh 5%, ALOX12 inh 6%, USP1-UAF1 inh -8% and mIDH1 inhibitor 1%.
For O=C(CCCN=C1NS(=O)(=O)c2ccccc21)OCc1cc([N+](=O)[O-])cc2c1OCOC2 the results were Vif-A3F inh -9%, Vif-A3G inh 2%, rTrxR1 inhibitor 11%, RGS4 inhibitor -6%, ALOX12 inh -14%, RXFP1 ag 5.9%, USP1-UAF1 inh -22%, TrxR1 substrate 0% and mIDH1 inhibitor -10%.
CC(C)c1cc(C(=O)N2CCCC(CCC(=O)NCc3ccccc3F)C2)n(C)n1 (stereo not given) was read as Vif-A3F inh -1%, Vif-A3G inh -1%, rTrxR1 inhibitor 22%[57.1 µM], RGS4 inhibitor -4%, ALOX12 inh 4%, RXFP1 ag 1.3%, USP1-UAF1 inh -13%, TrxR1 substrate 7%[57.1 µM] and mIDH1 inhibitor 0%.
CC(=O)Nc1ccc(S(=O)(=O)Oc2ccccc2N2C(=O)C3C4CCC(C4)C3C2=O)cc1 (stereo not given) was read as Vif-A3F inh -1%, Vif-A3G inh -4%, rTrxR1 inhibitor -3%, RGS4 inhibitor -1%, ALOX12 inh -56%, RXFP1 ag -3.5%, USP1-UAF1 inh -8%, TrxR1 substrate -7% and mIDH1 inhibitor 3%.

Compound activity as filed in PubChem.
